# Compound activity (PubChem)
# rCAG RNA binder: r(CAG) repeat RNA binding. inhibition, % at 3 µM. 370,000 tested, 1.3% active. TO-PRO-1 dye displacement fluorescence. AID 651821;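 active means inhibition above the plate cutoff, the mean of all test compounds on that plate plus 3 SD, cut at about 35% in these data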;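 further: 0% = DMSO alone and 100% = 100 µM mitoxantrone as full dye displacement; higher means more dye released from RNA so lower well fluorescence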
# HTRA1 inhibitor: blocks human HTRA1 serine peptidase; recombinant HTRA1, FP-rhodamine activity-based probe, fluorescence polarization; 340,000 tested, 0.5% active; Q92743; inhibition, % at 5.96 µM; AID 504803; in the data active means inhibition above about 36%;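 further: 0% = enzyme with DMSO and 100% = wells lacking enzyme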
# MBD2 DNA inh: blocks human MBD2 binding to methylated DNA; TR-FRET, MBD2 binding to methylated oligonucleotide; inhibition, % at 4.4 µM; 370,000 tested, 0.31% active; AID 686964; in the data active means inhibition above about 13%
# GC-B act: GC-B (human) receptor activation; P20594; HEK293-GC-B cells, CNP EC30, cGMP TR-FRET; 0% at EC30 CNP, 100% saturating CNP; activation, % at 10 µM; 370,000 tested, 0.11% active;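 active means activation at 10 µM reaching about 35% in either raw or pattern-adjusted values, limit read from the data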
# UHRF1 MBD2 ctr: human UHRF1 methylated DNA binding inhibitors; Q96T88; UHRF1 binding to methylated oligo, TR-FRET; inhibition, % at 4.4 µM; 370,000 tested, 0.75% active; AID 687016; in the data active means inhibition above about 21%;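 further: UHRF1 SRA domain binding a hemimethylated CpG hairpin DNA probe; 0% = median of test compound wells and 100% = reference inhibitor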
# TCR-CD3 inh: human TCR-CD3 binding inhibition; TAMRA-labeled TCR probe fluorescence, biochemical; inhibition, % at 9.4 µM; 360,000 tested, 0.37% active; in the data active means inhibition above about 19%;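 further: recombinant mutant TCR 2C K166C tagged with TAMRA read by polarization; 0% = receptor in buffer alone and 100% = receptor with positive control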
# ABHD4 inh: ABHD4 (mouse) inhibition, primary FP screen. Q8VD66. purified mABHD4, FP-Rh probe fluorescence polarization. inhibition, % at 8.92 µM. 370,000 tested, 0.54% active;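 active means inhibition exceeding the mean over every tested compound plus 3 SD, cut at about 30% in these data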;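 further: 0% = plate median of compound wells and 100% = S159A mutant with DMSO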
# Target sequence (Q8VD66 whole entry, looked up): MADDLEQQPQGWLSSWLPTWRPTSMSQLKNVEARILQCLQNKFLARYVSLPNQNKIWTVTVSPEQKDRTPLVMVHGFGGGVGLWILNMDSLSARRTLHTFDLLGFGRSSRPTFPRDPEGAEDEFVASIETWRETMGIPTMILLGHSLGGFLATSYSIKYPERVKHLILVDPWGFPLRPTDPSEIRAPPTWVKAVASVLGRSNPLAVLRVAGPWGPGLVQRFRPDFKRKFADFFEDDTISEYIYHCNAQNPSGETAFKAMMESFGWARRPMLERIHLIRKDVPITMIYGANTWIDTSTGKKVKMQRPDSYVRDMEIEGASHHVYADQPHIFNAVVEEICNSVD
#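 Assay system: wild-type mouse ABHD4 protein; compound: single nominal dose of 8.92 µM, 0.89% DMSO final; schedule: 45 min + 60 min at 25 °C; measured by: FP readout, ex 525 nm / em 598 nm; evaluation: % inhibition of FP-Rh probe binding versus controls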
# PRMT1 FP inh: inhibitors of human PRMT1 | AID 652257 | recombinant PRMT1, activity-based probe fluorescence polarization | Q99873 | inhibition, % at 2.79 µM | 370,000 tested, 1.3% active;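 active means inhibition above about 21% made by adding two undisclosed values, limit read from the data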
# SIAE primary: inhibitors of human sialic acid acetylesterase SIAE; AID 1053197; Q9HAT2; SIAE FP-Rh probe binding, fluorescence polarization; inhibition, % at 9.66 µM; 370,000 tested, 0.69% active;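 active means inhibition above a cutoff: mean of compounds within the control limits plus 3 SD of those, cut at about 17% in these data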;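 further: 0% = plate median of compound wells and 100% = probe without SIAE protein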
# Target sequence (Q9HAT2 whole entry, looked up): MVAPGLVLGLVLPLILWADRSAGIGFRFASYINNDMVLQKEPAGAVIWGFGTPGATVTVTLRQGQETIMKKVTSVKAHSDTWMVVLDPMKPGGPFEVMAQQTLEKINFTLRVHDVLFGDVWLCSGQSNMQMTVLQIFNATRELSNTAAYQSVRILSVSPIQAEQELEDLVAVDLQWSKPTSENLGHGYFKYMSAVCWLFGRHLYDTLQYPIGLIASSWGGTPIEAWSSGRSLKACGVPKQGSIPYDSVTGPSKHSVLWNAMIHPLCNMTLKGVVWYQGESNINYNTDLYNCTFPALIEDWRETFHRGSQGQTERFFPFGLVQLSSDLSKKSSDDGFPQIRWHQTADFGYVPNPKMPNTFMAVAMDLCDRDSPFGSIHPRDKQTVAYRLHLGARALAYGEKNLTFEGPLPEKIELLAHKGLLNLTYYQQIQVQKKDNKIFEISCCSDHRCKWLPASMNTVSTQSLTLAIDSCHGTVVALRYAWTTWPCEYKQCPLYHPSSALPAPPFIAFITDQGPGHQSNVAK
# GC-A act: GC-A (human) enzyme activation; P16066; HEK293 GC-A cells, cGMP TR-FRET, EC30 ANP; 0% at EC30 ANP, 100% saturating ANP; activation, % at 10 µM; 370,000 tested, 0.14% active; AID 1671463; in the data active means activation above about 40%
# Active calls of the source: *; . = not tested or not shown. An excerpt (hit frequency here may not be typical).
SMILES,rCAG RNA binder,HTRA1 inhibitor,MBD2 DNA inh,GC-B act,UHRF1 MBD2 ctr,TCR-CD3 inh,ABHD4 inh,PRMT1 FP inh,SIAE primary,GC-A act
COC(=O)[C@@]1(Cc2ccc(OC)cc2)[C@H]2c3cc(C(=O)N4CCCC4)n(Cc4ccsc4Br)c3C[C@H]2CN1C(=O)c1ccccc1,12,.,-7,-5,1,4,4,1,-2,-3
Cc1ccc(C)c(S(=O)(=O)N2CCN(C(=O)CCNS(=O)(=O)c3ccccc3)CC2)c1,-4,2,2,3,0,3,5,-3,1,-5
Cc1c(Br)cc(C(=O)O)c(C)c1C,4,4,0,0,-2,1,0,1,-3,3
CC(NC(=O)c1ccc2c(c1)S(=O)(=O)N=C1CCCCCN12)c1ccc(S(N)(=O)=O)cc1 (stereo unspecified),3,-4,2,-2,-2,5,6,0,-7,-1
CSc1nncc(-c2ccccc2)n1,-2,1,-2,3,-1,5,3,1,-6,0
O=C1CCCN1CCC1CCN(C(=S)Nc2ccc(F)cc2)CC1,-4,1,0,0,-1,3,6,-2,-2,2
CN(C)CCCN(C(=O)c1cccs1)c1nc2cc3c(cc2s1)OCO3,-4,3,2,-4,3,1,0,1,3,-10
Cc1occc1C(=O)NNC(=O)C1CCCCC1,-2,-3,4,7,4,2,4,-1,1,-1
Cc1cccc(C(=O)NCC(=O)N2CCCCCCC2)c1,3,-2,6,2,-2,6,1,-3,4,-1
CN(C)/C=C(\C=O)c1ccc(Cl)cc1Cl,0,1,3,-2,10,2,5,-1,0,-1
CN1CCN(c2nc3c(c(=O)[nH]c(=O)n3C)n2CCCSc2ncccn2)CC1,-3,-1,0,0,0,6,9,-1,7,0
Cc1ccc(NC(=O)C(=O)NCc2ccc(/C=C(/C#N)C(=O)NCc3cccnc3)o2)cc1C,0,1,-5,-7,-1,-2,-3,-2,-9,0
CC(=O)N1C[C@H]2CON(C)[C@H]2C[C@H]1c1cccc(-c2ccccc2)c1,2,9,0,7,1,5,0,-1,-2,10
CC(=O)Nc1ccc(NC(=O)C(C)Oc2ccc(C)nc2[N+](=O)[O-])cc1 (stereo unspecified),-2,7,-5,-1,2,-6,3,4,3,-1
CC1(c2nnnn2Cc2ccccc2)CCC(=O)N1Cc1ccc(F)cc1 (stereo unspecified),-2,.,5,-2,1,5,3,0,-4,3
CCN(Cc1cccc(OC)c1)CC1CCCN(CCc2cccc(OC)c2)C1 (stereo unspecified),-9,6,-2,-7,1,-4,-1,-7,0,-13
Nc1ccc(C(=O)Nc2cccc3ncccc23)cc1,-1,-2,1,7,-1,-3,5,5,-2,-4
CCn1c(C)c(C)c2cc(C(=O)NCCCN3CCCCC3C)ccc21 (stereo unspecified),-4,-3,1,-2,1,-7,-14,0,-6,-6
OCCCNc1ncnc2c1ncn2[C@H]1CN(Cc2ccncc2)C[C@@H](CO)O1,4,.,-3,-4,1,2,0,3,-6,3
Cc1ccc(N(Cc2cc3ccc(C)cc3[nH]c2=O)C(=O)c2ccco2)c(C)c1,-1,-5,-5,5,2,-3,-7,14,-7,-6
CC(C)S(=O)(=O)CC(=O)c1ccc(Cl)cc1,1,5,0,-3,-3,4,-7,1,0,1
CN(CC(=O)Nc1ccc(N2CCOCC2)cc1)C(=O)c1cc(F)c(F)cc1Cl,-1,-7,-5,0,6,6,8,0,-3,2
Cc1ccc(C2OCC3(CO)COC(c4ccc(C)cc4)N23)cc1 (stereo unspecified),-8,-7,6,-4,4,-2,0,0,-3,-1
CC(C)CC1C(=O)N(Cc2cn(CC3CCCCC3)nn2)CCS(=O)(=O)N1Cc1ccc(-c2ccc(F)nc2)cc1 (stereo unspecified),5,-21,4,-6,1,2,-4,-2,-5,5
CCNC(=O)CN1C(=O)NC2(CCCc3cc(OC)ccc32)C1=O (stereo unspecified),3,-2,-5,0,-1,2,0,1,1,4

# (cont.)
SMILES,rCAG RNA binder,HTRA1 inhibitor,MBD2 DNA inh,GC-B act,UHRF1 MBD2 ctr,TCR-CD3 inh,ABHD4 inh,PRMT1 FP inh,SIAE primary,GC-A act
CC(C)[C@H](NS(=O)(=O)c1ccccc1F)C(=O)OCC(=O)Nc1cccc(S(N)(=O)=O)c1,4,0,-4,-1,-1,2,-1,-1,0,-2
O=c1[nH]nc(-c2cc(-c3ccccc3)nc3ccccc23)o1,15,-13,3,-5,1,-2,-12,4,-10,-3
Cc1ccc(-c2noc(C3CCCN(S(=O)(=O)c4ccc5ccccc5c4)C3)n2)o1 (stereo unspecified),11,-56,-4,2,0,0,-10,3,-5,-1
Cc1cc(C(=O)Cn2nc(C(=O)O)c3ccccc3c2=O)c(C)n1-c1cccc(C(F)(F)F)c1,2,3,-1,-1,-1,11,7,-3,-3,1
COc1ccccc1/C=N/NC(=O)c1cccc(NC(=O)c2ccccc2C)c1,3,-29,-1,6,-1,-6,-24,5,-18,8
Cc1cccc2sc(N(CCN(C)C)C(=O)c3ccc4ccccc4c3)nc12,-2,-1,3,-10,1,-2,12,1,-5,-10
COc1ccc(CCN2C(=O)C(Oc3ccccc3)C2c2ccc3c(c2)OCO3)cc1 (stereo unspecified),1,0,-1,-8,7,-9,-1,0,-1,-7
CN1C(=O)/C(=C/c2cc(C(C)(C)C)c(O)c(C(C)(C)C)c2)NC1=S,1,-30,0,2,0,1,-4,1,-5,6
Cc1ccc(N(C)C(=O)N2CCN(S(=O)(=O)c3c(C)cc(C)cc3C)CC2)cc1,-1,-21,2,-19,2,1,-2,3,-1,-37
O=C(O)C1CCCCC1C(=O)NCc1ccccc1 (stereo unspecified),-2,2,-1,4,2,2,1,-1,3,-4
O=C(COC(=O)c1ccccc1-n1cnnn1)c1ccc(F)cc1,2,-3,1,-1,-5,3,3,0,3,9
NC(=NC1CCCCC1)c1ccc(Cl)cc1,0,1,-1,-2,3,5,-2,-2,-5,-2
CC(COc1cccc(C(F)(F)F)c1)CN1CCC(C(O)(c2ccccc2)c2ccccc2)CC1 (stereo unspecified),2,.,1,2,1,.,12,2,0,-12
COc1cccc(S(=O)(=O)Nc2ccc3c(c2)[C@H]2C[C@H](CC(=O)N[C@@H](C)c4ccccc4)O[C@H](CO)[C@H]2O3)c1,4,-11,-10,0,1,3,1,-2,3,-2
CC1(C(=O)NS(=O)(=O)Cc2ccccc2)CCN1C(=O)Cc1cc(F)ccc1F (stereo unspecified),4,.,-2,-1,-1,-3,4,3,3,-2
COc1ccc(N2C(=O)/C(=C/c3ccc([N+](=O)[O-])cc3)N=C2C)cc1,4,.,-3,3,-6,9,-3,-3,6,4
O=C(O)CCC(=O)Nc1cc(C(F)(F)F)cc(C(F)(F)F)c1,2,8,-6,6,3,2,4,1,12,3
Cc1nc(NC(N)=S)sc1C(=O)Nc1ccccc1,8,-23,4,-6,-1,6,2,1,-3,-3
COc1ccc(C2=NOC(COC(=O)c3ccc4ccccc4n3)C2)cc1 (stereo unspecified),0,0,-2,-1,1,3,0,-3,6,-3
Cc1cc(C)c(C(=O)CSc2nnc(C)s2)c(C)c1,-3,-2,2,0,-1,1,2,1,6,-1
Cn1c(=O)c2[nH]c(CCCC(=O)O)nc2n(Cc2ccccc2)c1=S,3,2,2,-3,2,-2,-2,0,6,2
COC(=O)C(C)N1C(=O)S/C(=C/c2cc(C)n(-c3ccccn3)c2C)C1=O (stereo unspecified),-4,-10,-4,-3,-2,3,3,2,-1,2
CCC(NC(=O)NCc1ccc2c(c1)OCO2)(C(F)(F)F)C(F)(F)F,-4,0,2,2,0,3,-7,-2,2,-2
Cc1ccc(Cc2c(C)[nH]c(=S)[nH]c2=O)cc1,-2,5,2,1,-2,1,-1,-4,1,4
Cc1cccn2c(=O)c3cc(C(=O)NC4CCCC4)c(=N)n(CCCN4CCOCC4)c3nc12,1,-1,-6,2,-5,1,-2,-3,4,17

# Additional results follow:
SMILES,rCAG RNA binder,HTRA1 inhibitor,MBD2 DNA inh,GC-B act,UHRF1 MBD2 ctr,TCR-CD3 inh,ABHD4 inh,PRMT1 FP inh,SIAE primary,GC-A act
Cc1cc(C(F)(F)F)nn1CCCNC(=O)c1cnccn1,3,0,3,0,6,-2,1,-1,2,-1
Cc1ccc(S(=O)(=O)N2CCN(C(=O)C3CCN(C(=O)c4ccc(F)cc4)CC3)CC2)c(C)c1,-5,0,0,-12,1,4,1,-1,-2,3
COc1ccc(-c2nc3ccc(C)cn3c2Cc2cccc(Cl)c2)cc1OC,5,.,2,1,19,3,-10,-2,-5,3
Cc1ccc(-n2nc(C(=O)O)c(C)c(C#N)c2=O)cc1Cl,3,0,-2,2,0,4,-5,-1,-4,2
COc1cc2c(cc1OC)[C@@H](NC(=O)CCC1CCCCC1)[C@H](O)C2,-1,2,5,4,11,-6,4,1,-6,1
CCC(CC)NC(=O)CSc1ccc(S(=O)(=O)N2CCOCC2)cn1,-1,-9,8,0,16,2,1,-8,-8,4
CCCn1c(NCc2cc(OC)ccc2OC)nc2ccccc21,-5,1,0,-17,0,-1,2,-1,10,-11
COc1ccc(OC)c(CC(=O)NC(c2ccccc2)c2ccccc2)c1,-7,-11,3,-16,-1,0,0,-1,3,-11
CCN(CC)c1ccc(S(=O)(=O)N2CCOCC2)cc1NC(=O)C1CC1,-3,5,4,0,3,-10,-2,4,2,0
Cc1cc(-c2ccccc2)nc2cc(C(=O)N(Cc3ccccc3)Cc3ccccc3)nn12,16,-80,8,5,5,-9,-29,-1,-4,39
Cc1ccc(Cl)cc1NC(=O)CCCN1C(=O)c2cccnc2C1=O,1,2,3,0,-2,2,3,2,4,1
Cc1ccc(NC(=O)c2ncn(CCCNCCCN3CCCC3=O)n2)cc1C,1,6,-3,-3,-1,2,2,-3,3,6
O=C(CN1C(=O)C2C3C=CC(C4CC34)C2C1=O)Nc1cccc2ncccc12 (stereo unspecified),-1,9,0,4,0,2,3,-1,-6,-3
Cc1cc2nc(C(F)(F)F)cc(-c3cccs3)n2n1,2,-6,4,-12,1,1,-11,3,3,3
C=CCN(Cc1ccc(Cl)s1)C(=O)CNC(=O)CNC(=O)c1ccc(Cl)cc1Cl,-1,-2,1,5,0,-2,4,7,2,-3
O=C(O)CN1C(=O)/C(=C\c2cc([N+](=O)[O-])ccc2OCc2ccccc2Cl)SC1=S,86*,-55,2,0,-6,4,14,19,-3,-1
COc1cc(/C=C/C(=O)OCC(=O)N2CCCCCC2)ccc1OCC#N,-6,-2,2,0,-3,4,-5,-1,9,-2
COc1ccc(N2CCN(C(=O)C3CC(O)CN3S(=O)(=O)c3ccc([N+](=O)[O-])cc3)CC2)cc1 (stereo unspecified),-2,2,5,0,-1,7,1,-1,5,-2
CC1(C)CC2CC(C)(CN2C(=O)COC(=O)Cn2[nH]c(=O)c3ccccc3c2=O)C1 (stereo unspecified),-7,0,4,-3,-3,-4,2,-3,12,6
COc1ccc(NC(=O)N(C)[C@H]2C[C@H]3c4[nH]c5ccc(-c6ccc(OC)cc6)cc5c4CCN3C(=O)[C@H]2[C@H](C)O)cc1,12,-11,-1,-6,-3,1,0,3,2,5

# A few values from above:
# COc1ccc(OC)c(CC(=O)NC(c2ccccc2)c2ccccc2)c1 in TCR-CD3 inh = 0
# Cc1cc2nc(C(F)(F)F)cc(-c3cccs3)n2n1 in UHRF1 MBD2 ctr = 1
# CCN(CC)c1ccc(S(=O)(=O)N2CCOCC2)cc1NC(=O)C1CC1 in GC-A act = 0
